# Fluorescein fluor – compound autofluorescence in fluorescein spectral region; AID 593; max fluorescein-equivalent concentration, M; 59,000 tested, 0.91% active; Compound autofluorescence, 480/540 nm, fluorescein-equivalent; stronger effect = higher value; in the data active = max fluorescein-equivalent concentration above about 10 nM; inconclusive = between about 1.1 nM and that limit
#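 Values reflect compound autofluorescence, normalized to fluorescein on the same plate and reported at each tested concentration. Conditions: 100 mM Tris pH 8.0, room temperature, 15 min, excitation 480 nm, emission 540 nm.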
# Hsp90 Hop PPI – changes Hsp90-Hop TPR2A binding signal, up or down; AlphaScreen TPR2A-His6 binding biotin-Hsp90 C-terminal peptide; Potency, µM (series often up to 57 µM), inactives show at the highest dose activity change, negative = inhibition; 71,000 tested, 0.44% active; AID 595; active = well fitted curve in either direction with a large enough effect; inconclusive = small, poorly fitted or top-dose-only effect, or another doubt; also: potency is read from the fitted curve at half-maximal effect; % is scaled to controls: 0 for no effect and ±100 for the full control effect; many of its hits are not listed in these tables
# DNA Pol III inh – blocks replication by bacterial DNA polymerase III holoenzyme. reconstituted DNA polymerase III holoenzyme replication, biochemical. Potency, µM (titrated, usually from 57.1 µM), inactives show top-dose activity change, negative = inhibition. 71,000 tested, 0.25% active. AID 603; also: potency is read from the fitted curve at half-maximal effect; % is scaled to controls: 0 for no effect and ±100 for the full control effect
#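 Reconstituted *E. coli* holoenzyme (0.35 nM Pol III, 1 nM beta, 154 nM SSB, 2 nM primase) was preincubated with compound for 15 min at RT. Synthesis on 1.4 nM ssM13Gori ran 35 min, then was stopped with PicoGreen/EDTA and read as dsDNA fluorescence.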
# 4-MU autofl – compound fluoresces in the 4-MU spectral region; AID 589; 59,000 tested, 11% active; max dye-equivalent concentration, M; compound autofluorescence, 340/450 nm, 4-MU equivalents; stronger effect = higher value; in the data active = max dye-equivalent concentration above about 10 nM; inconclusive = mostly about 1.1 nM to 9.6 nM
#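 Intrinsic fluorescence at 340/450 nm (ex/em) was read after 15 min at room temperature in pH 8.0, 100 mM Tris. Each compound concentration expressed as 4-MU-equivalent concentration from a six-point 4-MU standard series on each plate.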
# HBB splice mod – alters splicing of the hemoglobin beta chain; HBB splicing reporter cell assay, activation; EGFP reporter with mutant IVS2-654 intron; response scale: normalised to 500 nM splice-correcting PNA; Potency, µM (highest dose often 46.1 µM), for the others: at the highest dose activation, usual class: activators; 65,000 tested, 0.06% active; AID 925; also: potency is read from the fitted curve at half-maximal effect; 0% is about no effect
#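 HeLa cells stably expressing EGFP interrupted by mutant beta-globin intron 2 (IVS2-654), 500/well in 2% FCS. Treated with compound for 2 days at 37C. Splicing correction scored as total well GFP intensity (488 nm excitation, 500-520 nm emission); 500 nM antisense PNA served as control.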
# Epigenetic mod – epigenetic modulators derepressing GFP locus in mouse cells; mouse C127i GFP locus derepression, cytometry, 30 h; Potency, µM (doses to about 46.1 µM), for the others: top-dose GFP derepression (activation); 68,000 tested, 0.09% active; AID 597; also: % of control where 0% means no effect
#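 Locus derepression in mouse mammary C127i cells whose integrated CMV-GFP reporter is normally silent; GFP expression after 30 h compound treatment was quantified by counting fluorescent cells.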
# TexasRed autofl – compounds fluorescent in Texas Red spectral region; Compound fluorescence, Texas Red channel, 547/618 nm; stronger effect = higher value; max dye-equivalent concentration, M; 59,000 tested, 0.06% active; in the data active = max dye-equivalent concentration above about 10 nM; inconclusive = between about 1.1 nM and that limit
#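 Texas Red-region profiling: compounds in 100 mM Tris pH 8.0 were read at 547/618 nm after 15 min at room temperature. Intensities were normalized against a six-point Texas Red standard series to give dye-equivalent concentration.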
# Ub-GFP proteasome – ubiquitin-GFP accumulation via proteasome inhibition | Ubiquitin-GFP reporter cells, proteasome inhibition, GFP fluorescence; response scale: untreated = 0%, 10 µM MG-132 = 100% | 67,000 tested, under 10 active | Potency, µM (doses to about 45.9 µM), for inactives: at the highest dose activation (GFP accumulation), usual class: activators; active = well fitted activation curve with a large enough effect, not every such curve was filed as active; inconclusive = small, poorly fitted or top-dose-only effect, or another doubt; inactive = no such curve, though single readings can be large or run the other way; also: potency is read from the fitted curve at half-maximal effect
#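 Reporter cells (U2OS, ubiquitin-G76V-GFP fusion) are plated overnight, then treated 4 hr at 37 °C with compound titrations from 46 uM down to 2.9 nM. Activity is scaled against untreated cells and 10 uM MG-132.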
# 15-hLO inh – 15-hLO (ALOX15) enzyme inhibition | P16050 | purified 15hLO-1, xylenol orange hydroperoxide absorbance | Potency, µM (doses to about 57.1 µM), for inactives: at the top dose activity change, negative = inhibition, usual class: inhibitors | 74,000 tested, 1.4% active | AID 887; also: potency is read from the fitted curve at half-maximal effect; % is scaled to controls: 0 for no effect and ±100 for the full control effect; nearly all actives have a fitted effect of over 55% in size
# Target sequence (P16050 whole entry, looked up): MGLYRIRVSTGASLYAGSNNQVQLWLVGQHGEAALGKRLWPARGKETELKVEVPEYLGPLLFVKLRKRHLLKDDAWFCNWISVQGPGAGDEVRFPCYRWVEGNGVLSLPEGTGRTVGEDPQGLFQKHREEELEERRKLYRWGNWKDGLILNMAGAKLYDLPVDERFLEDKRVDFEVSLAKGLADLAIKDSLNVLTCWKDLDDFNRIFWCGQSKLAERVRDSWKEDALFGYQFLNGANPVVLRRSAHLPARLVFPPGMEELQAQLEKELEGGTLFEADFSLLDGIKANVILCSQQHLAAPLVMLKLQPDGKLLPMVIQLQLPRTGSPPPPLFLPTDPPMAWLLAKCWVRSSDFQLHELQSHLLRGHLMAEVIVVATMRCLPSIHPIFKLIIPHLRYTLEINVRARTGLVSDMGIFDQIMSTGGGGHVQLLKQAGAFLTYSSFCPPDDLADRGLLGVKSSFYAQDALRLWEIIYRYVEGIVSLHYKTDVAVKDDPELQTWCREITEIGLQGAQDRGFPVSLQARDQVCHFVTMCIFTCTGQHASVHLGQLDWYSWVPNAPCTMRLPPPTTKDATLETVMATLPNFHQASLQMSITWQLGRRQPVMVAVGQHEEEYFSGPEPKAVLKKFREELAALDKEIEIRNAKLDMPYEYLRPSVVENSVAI
#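 Hydroperoxide formed from arachidonic acid (50 uM) by purified human 15hLO-1 (40 nM) oxidizes ferrous iron, and the ferric-xylenol orange complex is read at 573 versus 405 nm. Compounds were preincubated 15 min; reaction ran 6 min at room temperature.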
# Rhodamine autofl – compound fluoresces in the rhodamine spectral region. Rhodamine-region fluorescence, 547/598 nm, Tris buffer; stronger effect = higher value. max dye-equivalent concentration, M. 59,000 tested, 0.05% active; in the data active = max dye-equivalent concentration above about 11 nM; inconclusive = between about 1.1 nM and that limit
#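 Intrinsic compound fluorescence, ex 547 / em 598 nm, CCD imager. Tris 100 mM pH 8.0; 15 min RT. Output = rhodamine dye-equivalent concentration at each compound concentration.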
# HADH2 inhib – blocks human hydroxyacyl-CoA dehydrogenase type II. recombinant HADH2, NADH fluorescence, beta-hydroxybutyryl-CoA. Potency, µM (titrated, usually from 57.1 µM), without a hit: at the highest dose activity change, negative = inhibition, actives largely listed as inhibitors. 73,000 tested, 3.4% active; also: potency is read from the fitted curve at half-maximal effect; % is scaled to controls: 0 for no effect and ±100 for the full control effect; nearly all actives have a fitted effect of over 60% in size; many of its hits are not listed in these tables
# Target sequence (Q99714 whole entry, looked up, one chain of several): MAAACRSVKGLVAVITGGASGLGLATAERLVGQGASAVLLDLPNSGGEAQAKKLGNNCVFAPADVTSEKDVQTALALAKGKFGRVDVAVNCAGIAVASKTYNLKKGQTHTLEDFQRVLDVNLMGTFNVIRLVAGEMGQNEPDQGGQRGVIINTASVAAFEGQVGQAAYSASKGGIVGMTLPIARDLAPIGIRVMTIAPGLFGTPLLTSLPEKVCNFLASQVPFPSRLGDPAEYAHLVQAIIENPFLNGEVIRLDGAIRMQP
#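 Buffer 100 mM Tris-HCl pH 9.0/0.01% Tween-20; HADH2 20 nM; NAD+ 1 mM; beta-hydroxybutyryl-CoA 90 uM (all final). 15 min cpd preincubation, RT.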
# Starred values were filed as active, the others as inactive; i = inactive; ? = inconclusive; . = no result given; [ ] = dose if it differs, or a comment. Unless noted, calls follow the shape of the dose curve; as a rule, active = well fitted curve in the direction sought with a large enough effect; inconclusive = small, poorly fitted or top-dose-only effect, or another doubt; inactive = no such curve, though single readings can be large; an effect the other way counts as inactive or inconclusive. The list is partial (hit frequency here may not be typical).
no.	Molecule	TexasRed autofl	HADH2 inhib	Fluorescein fluor	HBB splice mod	Ub-GFP proteasome	4-MU autofl	Hsp90 Hop PPI	Rhodamine autofl	DNA Pol III inh	Epigenetic mod	15-hLO inh
1	CCNC(=O)N(C)c1nncnc1C(=O)NC	i	.	i	.	.	i	.	i	.	7%[20.6 µM]	.
2	CN(CCc1ccc(Cl)c(Cl)c1)C[C@@H](O)COc1ccc(NS(C)(=O)=O)cc1	.	2%	.	.	0%	.	1%	.	7%	0%	-2%[25.6 µM]
3	CN(C(=O)C1CCOC1)c1nnc(-c2cnccn2)s1 (stereo unspecified)	i	-13%	i	.	5%	i	-5%	i	-1%	-2%	2%
4	COc1cc2c(OC)cccc2cc1C(=O)O	i	25µM*	i	-0.9%	-3%	1.9e-07M*	-2%	i	-5%	6%	-7%
5	Cc1ccc2nc(NC3=NCN(C4CCCCC4)CN3)nc(C)c2c1	i	6%	i	0.3%[0.369 µM]	.	i	-4%	i	-10%	0%	13%
6	Cc1ccnc(N2CCCC(C(=O)Nc3nnc(C)s3)C2)n1 (stereo unspecified)	?	-22%	i	0.0%[57.5 µM]	-1%	i	0%	i	-6%	-2%	1%
7	COc1ccc(Cl)c(NC(=O)Nc2c(C)n(-c3ccccc3)c(=O)n2C)c1	i	10%	i	-0.5%	-2%	i	-1%	i	-3%	-1%	1%
8	Cn1c(=O)n(C)c2cc(C(N)=O)ccc21	i	-5%	?	-0.4%	-1%	i	-4%	i	-1%	4%	12%
9	CCOC(=O)N1CCN(S(=O)(=O)c2ccc3c(c2)CCN3C(=O)C2CCC2)CC1	i	0%	i	-2.2%	-5%	i	-2%	i	0%	-1%	9%
10	COc1ccccc1Oc1ccc2c(c1)C(=O)N(c1ccc(O)cc1)C2=O	?	8%	i	-0.3%	18%	i	-2%	i	-6%	0%	-3%
11	COc1ccc(OC)c(NC(=O)CSc2nc3cccnc3n2C)c1	i	25%	?	-2.1%	-1%	i	-1%	i	2%	1%	-10%
12	COc1cc(OC)cc(-c2cc3nc4c(c(N5CCN(c6ncccn6)CC5)n3n2)CCCC4)c1	i	?	i	-0.2%[57.5 µM]	-1%	1.9e-07M*	11%	i	0%	0%	-6%
13	Cc1cc(N2CCC(N(C)C3CCCC3)CC2)nc2cc(O)ccc12	.	25µM*	.	-1.7%	-2%	.	-10%	.	-4%	.	-24%
14	CCOc1ccc(N(CC(=O)Nc2ccc(OC)cc2)S(C)(=O)=O)cc1	i	-1%	i	-0.1%[57.5 µM]	-5%	i	0%	i	-5%	1%	8%
15	COc1ccc(-c2cc(C(F)(F)F)nc(SCCC(=O)NCc3ccco3)n2)cc1	i	-15%	i	.	-5%	i	2%	i	0%	-1%	-6%
16	COc1ccc(-c2noc(COc3ccc4c(c3)OCO4)n2)cc1OC	i	12%	?	0.4%	-1%	i	-1%	i	-7%	0%	-4%
17	O=C(Nc1ccc2c(c1)OCCO2)C1CCN(S(=O)(=O)Cc2ccccc2)CC1	i	0%	?	-5.9%	-1%	i	1%	i	4%	0%	4%
18	CN(C)c1cccc(NC(=O)Cc2ccc(F)cc2)c1	.	6%	.	-2.6%	9%	.	-14%	.	1%	2%	3%
19	Cn1c(=O)n(C)c2cc(/C=N/n3cnnc3)ccc21	i	25µM*	i	0.1%	-3%	1.4e-08M*	-5%	i	-1%	-1%	5%
20	Cc1cc(C)c2c(n1)nn1c(NCCOCCO)cc(C)nc21	i	160%[activator]	?	2.1%	-9%	1e-05M*	-1%	i	-9%	-3%	-28%
21	Cc1cccc(N(CC(=O)NC2CCCCC2)C(=O)CCC(=O)Nc2cc(C)ccn2)c1	i	9%	?	-1.2%	2%	i	-1%	i	2%	-3%	-10%
22	CCCCC(C(=O)NCCC(C)C)N(CCCN1CCOCC1)C(=O)c1snc(C(N)=O)c1N (stereo unspecified)	?	-11%	i	0.4%[57.5 µM]	-2%	1.1e-07M*	1%	i	0%	6%	16%
23	CCCC(=O)N1CCN(C2=NS(=O)(=O)c3ccccc32)CC1	.	-7%	.	0.4%[9.22 µM]	25%	.	-4%	.	-5%	7%	5%
24	CCCN1C(=O)c2ccc(C(=O)NCc3ccco3)cc2C1=O	i	-9%	i	5.8%	2%	i	-4%	i	-4%	0%	1%
25	CC(C)c1cc(CN2CCN(CCC#N)CC2)cc(C(C)C)c1O	i	4%	i	2.2%	0%	i	-3%	i	-5%	0%	4%
26	Cc1ccsc1/C=c1\sc2ncnn2c1=O	i	-3%	?	1.8%	2%	i	-2%	i	3%	0%	0%
27	Fc1ccccc1OCCSc1nc2ccccc2o1	i	-3%	i	0.6%	3%	i	?	i	2%	-4%	-8%
28	Nc1nnc(SCC(=O)NC2CCCCC2)n1-c1ccccc1	i	11%	?	1.9%	-2%	i	-1%	i	1%	0%	7%
29	Cn1nnc2cc(C(=O)N3CCSCC3)ccc21	i	-8%	i	-0.7%	14%	i	2%	i	-6%	6%	6%
30	Cc1nnc(SCCOC(N)=O)n1C	i	-3%	i	0.3%[57.5 µM]	7%	i	-1%	i	-2%	0%	8%
31	COCCCNC(=O)C12CCC(C)(C(=O)C1)C2(C)C (stereo unspecified)	i	2%	i	-1.1%	9%	i	-1%	i	-4%	-3%	15%
32	O=C(NCCCN1CCCC1=O)c1ccc2c(c1)NC(=O)C(N1CCOCC1)S2 (stereo unspecified)	i	0%	i	-1.4%	-2%	i	2%	i	4%	0%	-2%
33	Cc1nc2ccccn2c1C(=O)NCCCN1CCOCC1	i	-7%	?	0.5%[57.5 µM]	1%	i	1%	i	-9%	6%	6%
34	COCc1[nH]nc2c1C(c1c(F)cccc1Cl)C(C#N)=C(N)O2 (stereo unspecified)	i	-30%	i	.	-2%	i	-2%	i	-2%	-2%	0%
35	COc1cccc(C(=O)Nc2ccc(C)cc2)c1	i	1%	?	0.2%	8%	i	3%	i	-2%	2%	3%
36	Cn1nnnc1SCC(=O)Nc1ccc(Oc2ccccc2)cc1	i	?	?	-0.3%	-7%	i	-2%	i	-3%	2%	2%
37	Cc1sc(NC(=O)CSc2nc(N)n(CC(=O)c3ccccc3)n2)c(C#N)c1C	?	8%	i	6.6%	8%	i	-8%	i	-6%	3%	-13%
38	CN1CCN(c2ncncc2-c2cccnc2)CC1	i	?	?	-0.1%	-1%	i	-12%	i	-5%	-3%[9.22 µM]	10%
39	O=C(O)c1cccc(S(=O)(=O)N2CCOCC2)c1	i	-4%	i	0.4%	0%	i	-1%	i	-4%	5%	7%
40	COC(=O)CN1C(=O)C(O)(CC(=O)c2ccc(Cl)cc2)c2ccccc21 (stereo unspecified)	.	-7%	.	1.0%	?	.	-4%	.	2%	-2%	4%
41	CCc1ccc(N/C(SCc2cccc(F)c2)=C(/C#N)C(=O)NCc2ccco2)cc1	i	-1%	?	1.3%[0.369 µM]	.	?	9%	i	-3%	-2%	-10%
42	COCCCn1c(=S)[nH]c2ncccc2c1=O	i	-2%	i	-2.9%	3%	i	-3%	i	-2%	0%	1%
43	CC1(C)OC(=O)C(=CNc2ccccc2)C(=O)O1	i	-6%	?	3.0%[1.84 µM]	-5%	i	0%	i	0%	2%	2%
44	CCOC(=O)C(NC(=O)c1ccc(OC)cc1)(N1CCOCC1)C(F)(F)F (stereo unspecified)	?	5%	i	-0.6%[57.5 µM]	0%	i	-3%	i	0%	-2%	6%
45	Cc1ccccc1Cn1nc(C)c(NC(=O)c2noc3c2CCc2ccccc2-3)c1C	.	-2%	.	-1.0%	-6%	.	-4%[2.3 µM]	.	4%	.	-8%
46	CC1(C)C(c2ccccn2)=[N+]([O-])C(C)(C)N1O	.	-3%	.	1.7%	-6%	.	-1%	.	-1%	4%	2%
47	CCCCN(C)C(=O)Cn1cnc2sc(C)cc2c1=O	i	-1%	i	-3.1%	-2%	i	6%	i	-8%	-1%	-1%
48	CCc1nn2c(=O)cc(N3CCN(c4cc(C)nc5ccccc45)CC3)nc2s1	i	9%	i	0.5%	-2%	i	0%	i	-6%	-3%	11%
